Screening data (PubChem BioAssay)
BRCA1 expr up – increases BRCA1 expression. 1.1% of 380,000 active. Potency, µM (doses to about 46.1 µM), inactives show top-dose activation, hits mostly activators. MCF7-BRCA1-FFLuc reporter, luminescence, 48 h; response scale: scaled: vehicle 0%, 10 µM genistein 100%; further: potency means the concentration at half of the fitted maximal effect; nearly all actives have a fitted effect of over 80% in size; some results filed as inactive show a strong effect at the top dose
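First, MCF7-BRCA1-FFLuc cells (2000/well) attach for 2 h; next, compounds are pin-added and incubated 48 h at 37 °C; finally, luciferase reagent is added and luminescence read after 15 min.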
p53 reactivation – mutant p53 re-activation in reporter cells; H1299 p53-A138V BP100-luciferase reporter, luminescence, 24 h; Potency, µM (highest dose often 92.2 µM), without a hit: top-dose activity change, positive = activation, hits mostly activators; 0.063% of 320,000 active; AID 504706; further: potency means the concentration at half of the fitted maximal effect; % of control where 0% means no effect; nearly all actives have a fitted effect of over 45% in size
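p53-null H1299 cells stably carrying temperature-sensitive p53-A138V and a BP100-luciferase reporter were pinned with compounds (4-point, 1:5 series) and held 24 hrs at 37 deg C. Luminescence was read 10 min after detection reagent.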
A-T KAP1 phos – potential ataxia-telangiectasia treatments restoring KAP-1 phosphorylation; […] A-T fibroblasts, KAP-1 phosphorylation AlphaLISA; neocarzinostatin DNA damage 30 min before lysis; Potency, µM (top dose mostly 57.5 µM), for inactives: at the top dose activation, actives largely listed as activators; 0.19% of 320,000 active; AID 485349; further: potency means the concentration at half of the fitted maximal effect; % of control where 0% means no effect; nearly all actives have a fitted effect of over 45% in size
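ATM-like activity read as KAP-1 phosphorylation via AlphaLISA donor/acceptor antibody pairs after lysis and 6 hr at 25C. Cells were ATM-null patient fibroblasts ([…], hTERT), dosed 60 min, then exposed to the DSB inducer NCS for 30 min.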
B2AR arrestin – recruits beta-arrestin to the human beta2-adrenergic receptor. P07550. beta-arrestin recruitment to beta2AR, cell-based reporter. Potency, µM (series often up to 46.1 µM), inactives show top-dose activation, hits mostly activators. 0.02% of 330,000 active;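 further: potency means the concentration at half of the fitted maximal effect; 0% = DMSO controls and full agonism = EC100 isoproterenol or metaproterenol; nearly all actives have a fitted effect of over 65% in size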
ELG1 DNA repair – inhibitors of ELG1-dependent DNA repair in HEK293T cells; AID 504467; 2.3% of 330,000 active; HEK293T ELG1-luciferase reporter, luminescence, 16 h; DNA damage induced by 5-fluorouridine; Potency, µM (doses to about 46.1 µM), inactives show at the top dose activity change, negative = inhibition, usual class: inhibitors; further: potency means the concentration at half of the fitted maximal effect; on the % scale 0 is the no-effect control and ±100 the full control effect; nearly all actives have a fitted effect of over 55% in size
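5-Fluorouridine DNA damage + compound/DMSO, 2,000 cells/well, 16 h, 37 °C/5% CO2. ONE-Glo, 30 min RT, luminescence. Readout = decrease in reporter signal.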
TCR act – T cell receptor activation; AID 504894; 330,000 tested, under 10 active; Potency, µM (series often up to 9.22 µM), for the others: top-dose activation of IL-2 secretion, most hits filed as activators; primary human leukocytes, anti-CD3, IL-2 HTRF, 48 h; further: % of control where 0% means no effect
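TCR engagement came from a-CD3 beads alone, with compounds added to primary human leukocytes for 48 hr. Secreted IL-2 bridged europium cryptate- and d2-labelled anti-IL-2 antibodies, giving FRET emission at 665nm after 320nm excitation.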
CXXC DNA block – blocks binding of human MLL CXXC domain to DNA; Q03164; MLL-CXXC / FITC-HOXA9 DNA fluorescence polarization; Potency, µM (series often up to 115 µM), for the others: at the highest dose activity change, negative = inhibition, hits mostly inhibitors; 0.037% of 290,000 active; active means well fitted inhibition curve with a large enough effect in the polarisation, with a control signal flat, not every such curve was filed as active; inconclusive means small, poorly fitted or top-dose-only effect, or effect the other way, or a change in a side signal; inactive means no such curve, though single readings can be large or run the other way; the % refers to the polarisation; further: potency means the concentration at half of the fitted maximal effect
Target sequence (Q03164 whole entry, looked up, the tested form may be a part): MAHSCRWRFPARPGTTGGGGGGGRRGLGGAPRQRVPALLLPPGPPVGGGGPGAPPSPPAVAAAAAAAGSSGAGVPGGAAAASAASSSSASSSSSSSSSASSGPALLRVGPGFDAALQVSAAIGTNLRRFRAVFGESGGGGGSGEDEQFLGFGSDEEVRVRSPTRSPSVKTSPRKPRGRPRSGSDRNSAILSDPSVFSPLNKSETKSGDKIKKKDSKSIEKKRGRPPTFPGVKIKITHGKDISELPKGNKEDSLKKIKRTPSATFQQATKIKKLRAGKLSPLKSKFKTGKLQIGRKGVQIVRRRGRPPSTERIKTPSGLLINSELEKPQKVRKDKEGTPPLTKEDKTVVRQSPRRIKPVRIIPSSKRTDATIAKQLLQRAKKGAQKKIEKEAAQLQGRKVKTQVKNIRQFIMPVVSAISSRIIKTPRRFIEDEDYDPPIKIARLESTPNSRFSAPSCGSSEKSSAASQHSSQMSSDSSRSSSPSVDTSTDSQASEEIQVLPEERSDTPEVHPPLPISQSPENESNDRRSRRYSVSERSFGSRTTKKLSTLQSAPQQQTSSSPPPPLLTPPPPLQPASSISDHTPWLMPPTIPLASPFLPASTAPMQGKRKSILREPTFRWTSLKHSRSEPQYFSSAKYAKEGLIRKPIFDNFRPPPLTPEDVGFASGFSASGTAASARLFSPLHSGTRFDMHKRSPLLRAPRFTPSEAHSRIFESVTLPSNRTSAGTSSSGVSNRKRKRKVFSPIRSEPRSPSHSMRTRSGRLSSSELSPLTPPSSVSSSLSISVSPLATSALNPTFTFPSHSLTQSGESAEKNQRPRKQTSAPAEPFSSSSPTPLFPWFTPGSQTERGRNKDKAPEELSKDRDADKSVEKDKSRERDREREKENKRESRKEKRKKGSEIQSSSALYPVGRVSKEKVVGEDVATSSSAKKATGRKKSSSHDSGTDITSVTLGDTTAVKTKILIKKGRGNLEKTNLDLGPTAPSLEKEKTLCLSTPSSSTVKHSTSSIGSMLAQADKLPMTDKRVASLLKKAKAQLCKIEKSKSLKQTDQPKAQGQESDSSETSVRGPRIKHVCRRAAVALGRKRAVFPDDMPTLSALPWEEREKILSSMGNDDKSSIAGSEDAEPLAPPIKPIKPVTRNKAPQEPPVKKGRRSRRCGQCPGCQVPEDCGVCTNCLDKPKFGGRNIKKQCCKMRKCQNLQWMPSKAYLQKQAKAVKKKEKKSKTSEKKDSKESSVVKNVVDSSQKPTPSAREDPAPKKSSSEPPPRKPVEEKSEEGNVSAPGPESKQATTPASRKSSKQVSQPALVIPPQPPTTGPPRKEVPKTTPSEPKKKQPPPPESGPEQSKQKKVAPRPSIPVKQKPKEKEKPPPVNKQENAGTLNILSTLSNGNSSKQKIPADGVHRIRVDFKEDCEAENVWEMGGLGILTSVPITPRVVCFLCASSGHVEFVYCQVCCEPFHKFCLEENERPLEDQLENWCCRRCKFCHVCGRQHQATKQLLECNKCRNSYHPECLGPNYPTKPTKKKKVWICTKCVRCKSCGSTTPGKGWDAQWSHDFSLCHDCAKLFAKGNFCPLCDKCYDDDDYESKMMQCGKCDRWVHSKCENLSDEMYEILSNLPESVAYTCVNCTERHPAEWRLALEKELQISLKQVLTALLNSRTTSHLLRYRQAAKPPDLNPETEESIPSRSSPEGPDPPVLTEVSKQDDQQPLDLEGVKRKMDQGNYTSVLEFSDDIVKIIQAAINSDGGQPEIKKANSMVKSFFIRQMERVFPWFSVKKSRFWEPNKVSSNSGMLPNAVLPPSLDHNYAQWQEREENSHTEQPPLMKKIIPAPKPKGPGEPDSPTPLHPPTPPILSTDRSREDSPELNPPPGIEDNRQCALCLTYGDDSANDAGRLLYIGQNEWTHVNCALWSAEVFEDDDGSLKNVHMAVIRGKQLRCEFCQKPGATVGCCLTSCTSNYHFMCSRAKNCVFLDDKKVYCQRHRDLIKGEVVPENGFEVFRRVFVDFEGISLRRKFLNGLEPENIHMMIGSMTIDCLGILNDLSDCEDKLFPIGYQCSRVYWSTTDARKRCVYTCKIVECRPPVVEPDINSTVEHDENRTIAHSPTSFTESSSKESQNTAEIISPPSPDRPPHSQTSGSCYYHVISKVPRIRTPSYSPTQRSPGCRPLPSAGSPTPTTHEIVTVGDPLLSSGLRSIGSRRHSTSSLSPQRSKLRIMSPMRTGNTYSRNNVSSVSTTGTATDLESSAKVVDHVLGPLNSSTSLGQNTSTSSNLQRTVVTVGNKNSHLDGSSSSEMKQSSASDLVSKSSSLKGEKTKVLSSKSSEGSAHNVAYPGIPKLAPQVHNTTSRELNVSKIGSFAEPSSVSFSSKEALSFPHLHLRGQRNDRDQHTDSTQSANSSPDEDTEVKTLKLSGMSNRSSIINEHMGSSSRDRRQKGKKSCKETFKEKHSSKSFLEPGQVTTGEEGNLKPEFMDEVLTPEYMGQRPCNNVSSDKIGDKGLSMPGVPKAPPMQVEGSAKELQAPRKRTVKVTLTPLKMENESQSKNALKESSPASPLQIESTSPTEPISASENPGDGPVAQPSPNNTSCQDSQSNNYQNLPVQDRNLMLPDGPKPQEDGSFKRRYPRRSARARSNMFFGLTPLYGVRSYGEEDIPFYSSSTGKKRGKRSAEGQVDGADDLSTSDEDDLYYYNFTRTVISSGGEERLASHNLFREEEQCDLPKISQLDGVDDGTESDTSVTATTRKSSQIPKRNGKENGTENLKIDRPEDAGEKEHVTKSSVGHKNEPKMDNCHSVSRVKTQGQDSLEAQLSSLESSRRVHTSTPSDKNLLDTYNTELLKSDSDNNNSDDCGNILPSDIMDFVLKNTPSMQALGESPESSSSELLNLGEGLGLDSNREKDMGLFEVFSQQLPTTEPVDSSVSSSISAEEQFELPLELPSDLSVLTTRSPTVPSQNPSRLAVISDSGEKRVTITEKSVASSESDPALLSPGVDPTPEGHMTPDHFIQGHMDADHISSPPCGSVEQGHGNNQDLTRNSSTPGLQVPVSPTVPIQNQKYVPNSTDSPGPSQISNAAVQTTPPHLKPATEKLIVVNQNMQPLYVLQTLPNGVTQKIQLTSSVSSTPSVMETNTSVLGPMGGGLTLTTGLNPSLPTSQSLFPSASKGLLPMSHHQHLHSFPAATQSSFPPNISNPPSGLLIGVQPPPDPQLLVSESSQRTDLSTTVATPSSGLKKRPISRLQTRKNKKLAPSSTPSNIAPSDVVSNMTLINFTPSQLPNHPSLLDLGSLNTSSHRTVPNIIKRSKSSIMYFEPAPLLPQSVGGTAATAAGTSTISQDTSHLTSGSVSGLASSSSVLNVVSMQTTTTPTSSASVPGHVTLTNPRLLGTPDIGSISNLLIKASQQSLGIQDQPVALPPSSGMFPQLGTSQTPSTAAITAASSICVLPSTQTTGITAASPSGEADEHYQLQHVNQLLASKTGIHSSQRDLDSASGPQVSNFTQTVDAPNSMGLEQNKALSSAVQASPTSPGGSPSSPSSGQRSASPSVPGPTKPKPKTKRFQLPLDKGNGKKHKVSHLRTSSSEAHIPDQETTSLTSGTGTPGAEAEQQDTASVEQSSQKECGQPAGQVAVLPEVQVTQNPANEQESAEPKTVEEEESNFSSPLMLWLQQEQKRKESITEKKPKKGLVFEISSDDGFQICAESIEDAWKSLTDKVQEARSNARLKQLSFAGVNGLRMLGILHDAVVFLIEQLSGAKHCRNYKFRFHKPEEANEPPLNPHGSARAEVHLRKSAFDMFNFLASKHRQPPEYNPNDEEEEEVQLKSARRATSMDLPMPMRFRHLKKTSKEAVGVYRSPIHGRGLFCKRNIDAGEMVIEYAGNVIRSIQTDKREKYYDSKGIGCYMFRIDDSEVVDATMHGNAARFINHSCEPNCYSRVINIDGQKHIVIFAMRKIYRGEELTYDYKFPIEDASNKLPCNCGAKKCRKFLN
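Purified MLL-CXXC (added from a 7 uM solution) was preincubated 5 min at ambient with pinned compounds in 50 mM Tris-HCl pH 7.5, 50 mM NaCl, 1 mM DTT, 0.05% BSA. Fluorescein-labeled HOX-A9 DNA (50 nM solution) followed, 30 min, then polarization read.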
a7 integrin act – activators of alpha7 integrin expression for muscular dystrophy | alpha7betagal myoblasts, beta-gal FDG fluorescence, 48 h | Potency, µM (series often up to 38.3 µM), without a hit: at the highest dose activation, hits mostly activators | 0.064% of 350,000 active;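 further: potency means the concentration at half of the fitted maximal effect; 100% = response of the positive control SU9516; nearly all actives have a fitted effect of over 60% in size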
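alpha7betagal+/- myoblasts (passage 13, 250/well) treated 48 h at 37C with compounds at 1:260 dilution of DMSO stock. Lysed, then beta-galactosidase activity read as FDG fluorescence (ex 480/em 540) after 30 min, with pre-read for autofluorescence.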
TRPV1 ag – human TRPV1 agonism. TRPV1-expressing cells, Fluo-8 calcium influx, agonist mode. activation, % at 8.33 µM. 0.19% of 320,000 active; in the data active means activation above about 80%; inconclusive means between about 30% and that limit; further: 0% is about no effect
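Cells expressing TRPV1 were dye-loaded with Fluo-8 and read kinetically: 10 s baseline, 3 min after compound (agonist portion), then 2 min after EC20 capsaicin (allosteric enhancer portion). Calcium-bound dye fluorescence at 480/520 nm.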
TSG101-PTAP inh – blocks PTAP/TSG101 interaction to inhibit HIV-1 budding; Q99816; Fluorescence polarization, FITC-PTAP peptide / Tsg101 binding; Potency, µM (titrated, usually from 115 µM), for inactives: top-dose activity change, negative = inhibition, actives largely listed as inhibitors; 340,000 tested, under 10 active; AID 493005; active means well fitted inhibition curve with a large enough effect in the main read-out, with a control signal flat, not every such curve was filed as active; inconclusive means small, poorly fitted or top-dose-only effect, or effect the other way, or a change in a side signal; inactive means no such curve, though single readings can be large or run the other way; further: potency means the concentration at half of the fitted maximal effect; % of control where 0% means no effect
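Steps: Tsg101 binding domain dispensed (10 uM final), compounds pinned in DMSO, FITC-labeled PTAP-motif peptide added (50 nM final); after 20 min binding at room temperature, polarization measured.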
* = called active by the depositor; ? = inconclusive; / = no result given; & = joins results of further samples; [ ] = dose if it differs, or a comment. Unless noted, the call rests on the fitted dose curve; in most records, active means well fitted curve in the direction sought with a large enough effect; inconclusive means small, poorly fitted or top-dose-only effect, or another doubt; inactive means no such curve, though single readings can be large; an effect the other way counts as inactive or inconclusive.

Compound | a7 integrin act | CXXC DNA block | TCR act | TRPV1 ag | B2AR arrestin | TSG101-PTAP inh | A-T KAP1 phos | ELG1 DNA repair | BRCA1 expr up | p53 reactivation
N#CC1=C(SCC(=O)NC23CC4CC(CC(C4)C2)C3)NC(=O)C(C#N)C12CCCCC2 (stereo unspecified) | -29% | 0% | -3%[46.1 µM] | 13 | -0.1% | 1% | -1% | 13µM* | -79% | 4%
Cc1ccc(S(=O)(=O)N2CCOCC2)cc1NC(=O)CSc1nnnn1C1CCCC1 | ? | / | -1% | 3 | 0.1% | 2% | 2% | 3% | -15% | -2%
C[C@@H]1CN([C@@H](C)CO)C(=O)c2cc(NC(=O)CCC(F)(F)F)ccc2O[C@H]1CN(C)Cc1ccc(Cl)c(Cl)c1 | -38% | / | -1% | / | -0.2% | -1% | 3% | ? | -72% | 0%
O=C(c1ccc(S(=O)(=O)Cc2ccccc2Cl)c([N+](=O)[O-])c1)N1CCN(c2ccccn2)CC1 | -65%[inhibitor] | 12% | -139% | -1 | 0.0% | 2% | -1% | ? | -70% | -12%
Cc1cc(C)n2c(C)nnc2c1 | ? | -3% | 1% | -2 | -0.6% | -3% | -2% | ? | -3% | -2%
CCc1nc(N2CCN(S(=O)(=O)c3ccc(Br)cc3)CC2)c2c(C)c(C)sc2n1 | 17% | / | -3% | / | / | 0% | / | / | -27% | /
CC(C)NC(=O)N1CCOCCOCCN(C(=O)NC(C)C)CCOCCOCC1 | 6% | -1% | -4% | 0 | -1.9% | -1% | 0% | 11% | -13% | 1%
COc1ccc(C(=O)CC(Nc2ccc([N+](=O)[O-])cc2)c2ccc(OC)cc2)cc1 (stereo unspecified) | 6% | 20% | 4% | -1 | -0.1% | -6% | -9% | -14% | -26% | 0%
COc1ccc(S(=O)(=O)N2CCN(C(=O)CCOc3ccccc3)CC2)cc1OC | -13% | / | / | 3 | -0.2% | -6% | 3% | -12% | -4% | -3%
CCOC(=O)C(=CNc1cccnc1Oc1ccc(C)c2c1CCC2)C(=O)OCC | -23% | -2% | 8% | ? | 0.5% | 1% | 0% | 15µM* | -64% | 7%
Cc1ccc(CN2CCN(CC(=O)N/N=C/c3ccc(C)o3)CC2)cc1 | -28% | 4% | 1% | -1 | -0.8% | -12% | 18% | 2% | -8% | -2%
Nc1nonc1-n1nnc(C(=O)N/N=C/c2ccccc2F)c1CN1CCOCC1 | -3% | / | -2% | / | / | 1% | / | / | -25% | /
O=C(Nc1cccc(-n2cnnn2)c1)c1cccs1 | 39% | 16% | 0% | 6 | 0.2% | 0% | 6% | -20% | -10% | -4%
O=C(Nc1ccc(F)cc1)c1cc(S(=O)(=O)Nc2ccc(F)cc2)cs1 | -12% | 1% | 11% | 9 | -0.2% | 0% | -3% | -8% | -46% | -4%
COc1ccc(-c2nnc(SC(C)C#N)o2)cc1 (stereo unspecified) | -30% | 4% | 8% | 2 | 0.1% | -9% | -2% | ? | 49% | ?
Oc1c(Cl)cc(Cl)cc1C1=NNC(c2ccc(Cl)cc2)C1 (stereo unspecified) | 0% | -8% | -2% | -3 | 0.0% | 1% | 4% | -14% | -47% | -6%
O=C(CN1C(=O)/C(=C2/SC(=S)N(CCS(=O)(=O)O)C2=O)c2ccccc21)Nc1cccc(C(F)(F)F)c1 | -21% | / | 0%[46.1 µM] | / | -0.1% | -9% | 4% | 0% | 5% | 13%
CC1(C)CNC(=O)CC(C)(C)N1 | 18% | -2% | 5% | 2 | 0.1% | -4% | -1% | -7% | 15% | -2%
COc1ccc(/C=C2\C(=O)NC(=O)c3ccccc32)cc1OC | -11% | / | -3% | / | / | -6% | / | / | -32% | /
CCC1(C)Cc2ccccc2-c2nc(-c3ccccc3)oc(=O)c21 (stereo unspecified) | -5% | 1% | 2% | 30 | 0.1% | -1% | 7% | 10% | -13% | 7%
O=C(/C=C/c1ccc(F)cc1)NCCC1=CCCCC1 | -54%[inhibitor] | 3% | 10% | ? | -0.3% | -8% | -4% | ? | ? | -1%
Cn1c(=O)c2c(nc(Cl)n2Cc2ccncc2)n(C)c1=O | -15% | 6% | 9% | 6 | -0.3% | 0% | 14% | 13% | -1% | 3%
O=C(Cn1cnc2ccccc21)OCC(=O)N1CCCc2ccccc21 | -6% | 6% | 1% | 2 | 0.0% | -2% | 0% | -1% | -19% | 7%
CCOC(=O)N1CCC(NC(=O)CCC(=O)c2ccccc2)CC1 | 3% | 3% | 4% | 3 | 0.0% | -7% | -7% | 9% | -6% | 2%
O=C(CN1CCCCCC1)N/N=C/c1cccc(Cl)c1 | 3% | 5% | 1%[46.1 µM] | -3 | -0.2% | -3% | 3% | 14% | -13% | 4%
C=CCc1ccccc1OCCn1ccnc1 | 14% | -1% | / | -1 | -0.2% | -1% | 7% | 3% | -37% | -14%
CCOC(=O)N1CCN(c2c(NCCN3CCN(c4ccccc4F)CC3)c(=O)c2=O)CC1 | 13% | 10% | 4% | -1 | -0.1% | 0% | -3% | ? | -21% | 4%
Cc1[nH]nc(N=CC2=C(O)CC(c3ccco3)CC2=O)c1-c1ccccc1 (stereo unspecified) | 0%&13% | 10% | 11%&7% | ? | 0.1% | -4%&-5% | 0% | -23% | 14%&2% | 15%
CCn1c(C)cc(C=C2C(=O)c3ccccc3C2=O)c1C | 9% | 14% | -1% | 7 | -0.1% | ? | -5% | ? | -24% | 1%
CC(Cc1cccs1)NC(=S)Nc1ccc(Cl)c(Cl)c1 (stereo unspecified) | 24% | -1% | -4%[46.1 µM] | 2 | -0.5% | -2% | 6% | 14% | 41% | 14%
COc1ccc(CCNC(=O)Cn2nnc(-c3ccc(N(C)C)cc3)n2)cc1OC | -17% | 10% | -6%[46.1 µM] | 0 | -0.9% | -8% | / | -2% | 33% | -4%
CC(Nc1cccc([N+](=O)[O-])c1)C(=O)Nc1ccc(S(=O)(=O)N2CCCC2)cc1 (stereo unspecified) | -5% | / | -4% | 2 | -0.2% | -2% | -1% | ? | -31% | -6%
CC1(C)OC2OC(C(=O)N/N=C/c3cc(Br)ccc3O)C3OC(C)(C)OC3C2O1 (stereo unspecified) | -13% | 7% | -2%[46.1 µM] | -2 | -0.8% | 5% | 5% | ? | -69% | 12%
C=C1c2ccccc2O[C@H](C(=O)OCC)[C@@H]1C1CCCCC1 | -9% | / | 2%[46.1 µM] | / | 2.7% | -1% | -13% | 2% | 0% | 3%
O=C(CCc1ccccc1)NNC(=O)Nc1ccc(Br)cc1 | 2% | 2% | -2% | 11 | -0.3% | 0% | 4% | ? | 87% | 17%
O=C(CCCn1c(=O)[nH]c2cc(Cl)ccc2c1=O)NCCC1=CCCCC1 | 10% | 4% | -2% | 2 | -0.6% | -5% | 3% | -3% | 3% | -5%
COc1ccccc1-n1c(-c2ccccc2)c[nH]c1=S | -28% | 6% | -3% | -3 | -0.9% | -5% | 4% | -7% | -12% | 1%
Cc1ccc(/C(N)=N/OC(=O)CCCc2ccccc2)cc1 | -2% | 18% | -4% | 22 | -0.3% | 0% | 34% | ? | ? | 3%
Cc1cc(C)cc(N2CC(C)(C)C2=O)c1 | -11% | 11% | -1% | 0 | 0.1% | 0% | 0% | 27% | 9% | 7%
Cc1ccc(S(=O)(=O)N(C)CC(=O)N2CCN(Cc3ccc4c(c3)OCO4)CC2)cc1 | -2% | 7% | -1% | 14 | 0.0% | -10% | -3% | ? | -13% | 10%
Cc1oc(-c2ccc(Cl)cc2)nc1CN1CCCC(C(=O)NCCCN2CCOCC2)C1 (stereo unspecified) | -47%[inhibitor] | -5% | -1% | -2 | 0.1% | -3% | 1% | ? | -29% | 14%
CCOc1ccc(C(=O)NCCC(=O)N2CCC3(CC2)NCCc2[nH]cnc23)cc1 | 19% | 2% | 4% | -1 | 0.6% | -2% | 5% | 0% | -12% | -4%
CCc1nccn1S(=O)(=O)c1ccc2ccccc2c1 | -7% | 1% | 2% | -2 | 0.2% | -3% | -4% | -4% | -20% | -1%
CCN(CC)C(=O)Cn1cc([N+](=O)[O-])cc1[N+](=O)[O-] | 7% | / | -9% | / | / | -3% | / | / | -16% | /
Nc1cc(S(=O)(=O)N2CCCCC2)ccc1Oc1ccc(Cl)cc1 | ? | -3% | 7% | 6 | -0.6% | 0% | 7% | ? | -44% | 4%
CC(C)N(C(=O)COC(=O)c1cccc(S(=O)(=O)N2CC3(C)CC2CC(C)(C)C3)c1)C(C)C (stereo unspecified) | -12% | / | -4% | 5 | -0.2% | -1% | 13% | -1% | -20% | 6%
